GC-B act: human GC-B receptor activators, primary screen, HEK293 GC-B cells, cGMP TR-FRET, EC30 CNP. AID 1920062, 2024. 0% at EC30 CNP, 100% saturating CNP. activation, % at 10 µM. hit rate 0.11% among 370,000. Atrial natriuretic peptide receptor 2 (Homo sapiens), P20594;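 active = activation at 10 µM reaching about 35% in either raw or pattern-adjusted values, limit read from the data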
NPR1 activator: GC-A stimulated cGMP production enhancers – HEK293 GC-A cells, cGMP TR-FRET, EC30 ANP, primary screen | activation, % at 10 µM | 0% at EC30 ANP, 100% saturating ANP | hit rate 0.14% among 370,000 | AID 1671463, 2021; in the data active = activation above about 40%
ADAM10 inh: human ADAM10 inhibitors, primary screen, biochemical, QFRET, HTS; AID 720582, 2013; recombinant ADAM10, EDANS/DABCYL FRET peptide cleavage, 3 h; hit rate 0.62% among 370,000; Disintegrin and metalloproteinase domain-containing protein 10 (Homo sapiens), O14672; inhibition, % at 7 µM;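 active = inhibition above a per-campaign cutoff equal to the mean of compounds falling between control-based bounds plus 3 SD, cut at about 20% in these data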;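 also: 0% = DMSO wells while the 100% control is not disclosed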
Target sequence (O14672 214-748 limits assumed): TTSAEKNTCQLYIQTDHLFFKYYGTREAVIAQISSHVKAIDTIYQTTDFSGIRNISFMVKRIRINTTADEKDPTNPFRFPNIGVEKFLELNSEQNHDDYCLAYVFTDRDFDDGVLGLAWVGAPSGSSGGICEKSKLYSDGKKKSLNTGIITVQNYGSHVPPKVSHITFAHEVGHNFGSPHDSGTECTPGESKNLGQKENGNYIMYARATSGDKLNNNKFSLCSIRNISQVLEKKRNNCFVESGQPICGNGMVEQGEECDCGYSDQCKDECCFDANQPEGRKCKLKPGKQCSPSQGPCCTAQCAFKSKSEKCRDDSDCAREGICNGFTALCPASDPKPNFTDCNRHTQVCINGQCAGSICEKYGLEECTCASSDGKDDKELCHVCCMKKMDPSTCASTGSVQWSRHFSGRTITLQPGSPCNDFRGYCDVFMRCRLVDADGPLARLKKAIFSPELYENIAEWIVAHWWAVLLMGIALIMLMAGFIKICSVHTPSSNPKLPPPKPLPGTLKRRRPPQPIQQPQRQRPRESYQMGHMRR
hcDAF-12 act: H. contortus DAF-12 nuclear receptor activators, primary screen, cell-based, luminescence, HEK293, lit1-tk-luc reporter; HEK293 hcDAF-12 lit1-tk-luc reporter; 0% DMSO, 100% Δ7-dafachronic acid; activation, % at 6.8 µM; hit rate 1.4% among 370,000;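 active = activation above the mean of all tested compounds plus 3 SD, cut at about 5.5% in these data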;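 also: 100% = response to 3 µM Δ7-dafachronic acid high control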
ssDAF-12 act: S. stercoralis DAF-12 nuclear receptor activators, primary screen, cell-based, luminescence, HEK293, GRIP1 co-expression, lit1-tk-luc. HEK293 ssDAF-12/GRIP1 lit1-tk-luc reporter; % of 3 µM dafachronic acid response. activation, % at 6.8 µM. hit rate 1% among 370,000;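 active = activation above the mean over all tested compounds plus 3 SD, cut at about 0.9% in these data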;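 also: 0% = DMSO-only wells and 100% = 3 µM delta7-dafachronic acid wells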
DAX1 inh-1: DAX1 (NR0B1) inhibitors, primary screen, cell-based, HEK293, Gal4-DAX1, luciferase luminescence. inhibition, % at 6.75 µM. Nuclear receptor subfamily 0 group B member 1 (Homo sapiens), P51843. hit rate 0.99% among 340,000. HEK293 Gal4-DAX1 luciferase reporter. AID 504766, 2011;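 active = inhibition above the mean over all tested compounds plus 3 SD, cut at about 4.2% in these data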;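 also: 0% = DAX1-transfected cells with DMSO and 100% = empty-vector control cells with DMSO; inhibition shows as a rise in luminescence from relieved DAX1 repression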
HGIII-sPLA2 inh: human group III sPLA2 inhibitors, primary screen, biochemical, QFRET, BODIPY PC-A2 liposome substrate; inhibition, % at 12.2 µM; Group 3 secretory phospholipase A2 (Homo sapiens), Q9NZ20; AID 743126, 2013; hit rate 0.56% among 370,000; QFRET BODIPY PC-A2 liposome hydrolysis, fluorescence;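 active = inhibition above mean plus 3 SD of compounds lying within the high and low control bounds, cut at about 19% in these data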;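 also: 0% = median of test compound wells and 100% = no enzyme DMSO wells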
Target sequence (Q9NZ20 whole entry, looked up): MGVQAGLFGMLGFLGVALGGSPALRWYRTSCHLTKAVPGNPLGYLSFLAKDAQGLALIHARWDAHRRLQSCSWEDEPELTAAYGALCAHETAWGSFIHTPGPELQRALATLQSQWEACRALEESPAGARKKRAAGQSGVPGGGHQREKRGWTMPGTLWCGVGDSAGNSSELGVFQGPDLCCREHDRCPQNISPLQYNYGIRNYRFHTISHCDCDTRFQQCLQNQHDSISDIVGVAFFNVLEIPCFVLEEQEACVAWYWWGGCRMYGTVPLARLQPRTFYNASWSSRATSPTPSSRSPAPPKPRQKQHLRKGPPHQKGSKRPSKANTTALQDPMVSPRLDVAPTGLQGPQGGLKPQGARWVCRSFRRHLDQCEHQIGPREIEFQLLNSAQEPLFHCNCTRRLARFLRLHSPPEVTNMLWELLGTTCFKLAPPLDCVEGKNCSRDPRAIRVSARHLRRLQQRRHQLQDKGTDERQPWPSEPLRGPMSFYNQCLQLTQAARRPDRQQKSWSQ
DAX1 inh-2: DAX1 (NR0B1) inhibitors on StAR promoter, primary screen, cell-based, luminescence, SF-1 (NR5A1), full-length DAX-1; HEK293T StAR-luciferase reporter, SF-1/DAX-1 repression relief; inhibition, % at 6.8 µM; hit rate 1.1% among 370,000; AID 652010, 2013;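 active = inhibition above the mean over all tested compounds plus 3 SD, cut at about 3.6% in these data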;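 also: 0% = DAX-1 cells with DMSO and 100% = cells lacking DAX-1 with DMSO; higher inhibition means more luminescence from relief of DAX-1 repression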
hgDAF12 agonist: H. glycines DAF-12 receptor agonists, primary screen, cell-based, luminescence, HEK293, GAL4 fusion, UAS-luciferase | activation, % at 6.8 µM | HEK293 GAL4-hgDAF12 UAS-luciferase reporter, agonist luminescence; normalized to butyrate control | Nuclear hormone receptor DAF-12 (Heterodera glycines), GAL4 fusion | hit rate 1.8% among 370,000;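 active = activation above a cutoff set at the mean of all screened compounds plus 3 SD, cut at about 10% in these data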;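 also: 0% = DMSO wells and 100% = sodium butyrate wells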
FXN GAA850 act: FXN promoter activators, primary screen, cell-based, luciferase luminescence, HEK293 lucGAA850 | HEK293 lucGAA850 FXN promoter luciferase reporter, 24 h; percent of 10 µM SAHA response | activation, % at 6 µM | hit rate 0.56% among 360,000 | AID 540364, 2011;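 active = activation above the average of all compounds screened plus 3 SD, cutoff fixed separately per campaign, cut at about 7.5% in these data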;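 also: 0% = DMSO wells and 100% = 10 µM SAHA wells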
SMARCA2 activ: SMARCA2 (BRM) function activators, primary screen, cell-based, luminescence, high throughput. MG213 cells, MMTV-luciferase reporter, dexamethasone, overnight. activation, % at 9.1 µM. hit rate 1% among 370,000; in the data active = activation above about 7.8%;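 also: 0% = vehicle wells and 100% = reference activator wells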
An asterisk follows results filed as active.

Screening Cc1cc(C)n2nc(SCC(=O)Nc3ccc(O)cc3)nc2n1 returned GC-B act 1, NPR1 activator 1, ADAM10 inh 3, hcDAF-12 act -2.1, ssDAF-12 act -1.3, DAX1 inh-1 -0.2, HGIII-sPLA2 inh 0, DAX1 inh-2 0.3, hgDAF12 agonist 15*, FXN GAA850 act 1.1 and SMARCA2 activ -1.
`CC(C)(C)c1ccc(C(=O)Cn2cnnc2C#N)cc1` gave GC-B act -3, NPR1 activator 8, ADAM10 inh -4, hcDAF-12 act 2.5, ssDAF-12 act -0.3, DAX1 inh-1 3.9, HGIII-sPLA2 inh -44, DAX1 inh-2 0.5, hgDAF12 agonist -0.4, FXN GAA850 act -2.0 and SMARCA2 activ -2.
Screening Cc1ccccc1Cn1ccc(NC(=O)c2onc(C)c2Cl)n1 returned GC-B act 4, NPR1 activator 4, ADAM10 inh -7, hcDAF-12 act 2.0, ssDAF-12 act -1.0, DAX1 inh-1 -0.4, HGIII-sPLA2 inh -1, DAX1 inh-2 1.7, hgDAF12 agonist 3.2, FXN GAA850 act -0.7 and SMARCA2 activ 7.8*.
Cc1ccc(/C=N/NC(=O)Cn2cnc3ccccc32)o1 was read as GC-B act 6, NPR1 activator 2, ADAM10 inh 3, hcDAF-12 act -0.6, ssDAF-12 act -1.0, DAX1 inh-1 1.6, HGIII-sPLA2 inh 4, DAX1 inh-2 0.0, hgDAF12 agonist -1.1, FXN GAA850 act 1.2 and SMARCA2 activ -2.
Screening Cc1ccc(C(=O)N2CCc3ccccc32)cc1NC(=O)c1ccco1 returned GC-B act 8, NPR1 activator -6, ADAM10 inh -9, hcDAF-12 act -2.0, ssDAF-12 act -1.0, DAX1 inh-1 -0.1, HGIII-sPLA2 inh 8, DAX1 inh-2 0.6, hgDAF12 agonist -2.0, FXN GAA850 act -0.5 and SMARCA2 activ -3.
`COc1ccc(C(=O)N(Cc2ccco2)Cc2cc3cc(C)ccc3[nH]c2=O)cc1OC` gave GC-B act -7, NPR1 activator -5, ADAM10 inh -33, hcDAF-12 act -1.1, ssDAF-12 act -1.3, DAX1 inh-1 -0.7, HGIII-sPLA2 inh -1, DAX1 inh-2 -0.3, hgDAF12 agonist -0.5, FXN GAA850 act -0.9 and SMARCA2 activ 3.
`CCn1cc(C(=O)N2CCN(c3ccccn3)CC2)c2cc(OC)c(OC)cc2c1=O` gave GC-B act -2, NPR1 activator 2, ADAM10 inh -5, hcDAF-12 act -1.4, ssDAF-12 act -0.8, DAX1 inh-1 0.6, HGIII-sPLA2 inh 7, DAX1 inh-2 0.1, hgDAF12 agonist 2.2, FXN GAA850 act -3.2 and SMARCA2 activ 8.4*.
O=C(O)CS(=O)(=O)CC(=O)O was read as GC-B act -7, NPR1 activator -4, ADAM10 inh 3, hcDAF-12 act -0.3, ssDAF-12 act -0.8, DAX1 inh-1 -0.6, HGIII-sPLA2 inh -4, DAX1 inh-2 -0.3, hgDAF12 agonist 1.7, FXN GAA850 act 0.0 and SMARCA2 activ -2.
For CCc1ccc(OCC(=O)NC(NC(=S)Nc2ccc(Cl)cc2)C(Cl)(Cl)Cl)cc1 (stereo not given) the results were GC-B act 0, NPR1 activator 15, ADAM10 inh -2, hcDAF-12 act 0.3, ssDAF-12 act -1.0, DAX1 inh-1 -3.2, HGIII-sPLA2 inh 0, DAX1 inh-2 -0.7, hgDAF12 agonist -0.2, FXN GAA850 act -7.4 and SMARCA2 activ -2.
`COC(=O)c1c(NC(=O)c2ccc(C)cc2)csc1C` gave GC-B act -3, NPR1 activator -8, ADAM10 inh -1, hcDAF-12 act 2.8, ssDAF-12 act -0.4, DAX1 inh-1 1.1, HGIII-sPLA2 inh -1, DAX1 inh-2 -0.3, hgDAF12 agonist 3.5, FXN GAA850 act 2.1 and SMARCA2 activ 4.
CCOc1ccc(C(c2c(C)n(C)n(-c3ccccc3)c2=O)c2c(C)n(C)n(-c3ccccc3)c2=O)c(O)c1 was read as GC-B act 1, NPR1 activator 0, ADAM10 inh 7, hcDAF-12 act -0.5, ssDAF-12 act -1.6, DAX1 inh-1 -2.3, HGIII-sPLA2 inh -3, DAX1 inh-2 0.2, hgDAF12 agonist -0.9, FXN GAA850 act 0.8 and SMARCA2 activ 1.
For O=C(O)c1ccc(CNCc2cccc(OCc3ccc(F)cc3)c2)cc1 the results were GC-B act 2, NPR1 activator 1, ADAM10 inh -4, hcDAF-12 act -0.3, ssDAF-12 act -0.3, DAX1 inh-1 -0.9, HGIII-sPLA2 inh -1, DAX1 inh-2 -0.1, hgDAF12 agonist 1.1, FXN GAA850 act 0.8 and SMARCA2 activ -2.
Screening CCOc1ccc(N(CC)C(=O)Cc2c(C(=O)O)n(C)c3ccccc23)cc1 returned GC-B act 1, NPR1 activator 1, ADAM10 inh -6, hcDAF-12 act -0.9, ssDAF-12 act -1.0, DAX1 inh-1 0.6, HGIII-sPLA2 inh -4, DAX1 inh-2 -0.4, hgDAF12 agonist 1.0, FXN GAA850 act 0.8 and SMARCA2 activ -2.
`CCOc1ccc(N(CC(=O)N2CCN(Cc3ccccc3)CC2)S(C)(=O)=O)cc1` gave GC-B act 2, NPR1 activator -1, ADAM10 inh 0, hcDAF-12 act -0.7, ssDAF-12 act -1.0, DAX1 inh-1 0.3, HGIII-sPLA2 inh 5, DAX1 inh-2 0.3, hgDAF12 agonist -1.0, FXN GAA850 act 2.3 and SMARCA2 activ 4.
For Cc1cc2c3ccccc3ncn2n1 the results were GC-B act 3, NPR1 activator 5, ADAM10 inh -29, hcDAF-12 act 0.6, ssDAF-12 act -1.4, DAX1 inh-1 0.1, HGIII-sPLA2 inh 5, DAX1 inh-2 -0.2, hgDAF12 agonist 0.8, FXN GAA850 act 4.4 and SMARCA2 activ 0.
CC/C(CC(C)(C)c1ccccc1)=N\O was read as GC-B act 1, NPR1 activator 1, ADAM10 inh 1, hcDAF-12 act 0.2, ssDAF-12 act -0.9, DAX1 inh-1 1.7, HGIII-sPLA2 inh 7, DAX1 inh-2 -0.4, hgDAF12 agonist -1.2, FXN GAA850 act 1.4 and SMARCA2 activ -2.
CCN(C(=O)COc1ccc(F)cc1Br)c1c(N)n(Cc2ccccc2)c(=O)[nH]c1=O was read as GC-B act 4, NPR1 activator -1, ADAM10 inh -3, hcDAF-12 act 3.1, ssDAF-12 act -1.2, DAX1 inh-1 0.3, HGIII-sPLA2 inh -3, DAX1 inh-2 0.2, hgDAF12 agonist 0.9, FXN GAA850 act -1.0 and SMARCA2 activ -3.
For O=C(CSc1nnnn1Cc1ccccc1)NCCc1ccccc1 the results were GC-B act -5, NPR1 activator 2, ADAM10 inh 3, hcDAF-12 act 0.7, ssDAF-12 act -1.2, DAX1 inh-1 0.7, HGIII-sPLA2 inh 6, DAX1 inh-2 0.1, hgDAF12 agonist -2.4, FXN GAA850 act 1.1 and SMARCA2 activ -2.
For O=C(CNC(=O)c1nc[nH]c1C(=O)NCC(=O)OCc1ccccc1)OCc1ccccc1 the results were GC-B act 9, NPR1 activator 3, ADAM10 inh 0, hcDAF-12 act 0.5, ssDAF-12 act -1.4, DAX1 inh-1 0.7, HGIII-sPLA2 inh 0, DAX1 inh-2 -0.2, hgDAF12 agonist -0.4, FXN GAA850 act -2.3 and SMARCA2 activ 0.
Screening COc1ccc([N+](=O)[O-])cc1NC(=O)/C=C/C(=O)O returned GC-B act 1, NPR1 activator -1, ADAM10 inh 9, hcDAF-12 act -3.0, ssDAF-12 act -1.4, DAX1 inh-1 -1.2, HGIII-sPLA2 inh 0, DAX1 inh-2 0.4, hgDAF12 agonist -0.7, FXN GAA850 act 0.6 and SMARCA2 activ -2.
Cc1ccc(S(=O)(=O)NCC(=O)OCc2nnc(-c3ccccc3)o2)cc1C was read as GC-B act 10, NPR1 activator 7, ADAM10 inh 1, hcDAF-12 act 1.5, ssDAF-12 act -0.1, DAX1 inh-1 0.2, HGIII-sPLA2 inh -2, DAX1 inh-2 0.5, hgDAF12 agonist 2.8, FXN GAA850 act 1.9 and SMARCA2 activ -2.
Screening CCCCOC(=O)N1CCOCCOCCOCC1 returned GC-B act 9, NPR1 activator 0, ADAM10 inh 5, hcDAF-12 act 0.4, ssDAF-12 act -0.9, DAX1 inh-1 -0.9, HGIII-sPLA2 inh 1, DAX1 inh-2 0.5, hgDAF12 agonist -2.3, FXN GAA850 act 1.3 and SMARCA2 activ -3.
For COc1ccc(-c2cc(CCCC(=O)NCCc3ccccc3)no2)cc1 the results were GC-B act -14, NPR1 activator -7, ADAM10 inh -1, hcDAF-12 act -1.4, ssDAF-12 act -0.9, DAX1 inh-1 -0.9, HGIII-sPLA2 inh -12, DAX1 inh-2 0.3, hgDAF12 agonist 5.5, FXN GAA850 act 1.7 and SMARCA2 activ -3.
`Cc1cc(NS(=O)(=O)c2ccc(N3C(=O)C4C5C=CC(C5)C4C3=O)cc2)nc(C)n1` (stereo not given) gave GC-B act 4, NPR1 activator 0, ADAM10 inh 2, hcDAF-12 act 0.1, ssDAF-12 act -1.2, DAX1 inh-1 0.9, HGIII-sPLA2 inh 21*, DAX1 inh-2 -0.1, hgDAF12 agonist -1.2, FXN GAA850 act -0.6 and SMARCA2 activ -2.
`COc1cccc(-c2cc(C(=O)NCCCn3ccnc3)c3ccccc3n2)c1` gave GC-B act -3, NPR1 activator -3, ADAM10 inh -13, hcDAF-12 act 1.2, ssDAF-12 act -0.5, DAX1 inh-1 -1.5, HGIII-sPLA2 inh -3, DAX1 inh-2 -0.3, hgDAF12 agonist 0.5, FXN GAA850 act 0.5 and SMARCA2 activ -3.
For COc1ccc(OCCSc2ncccn2)cc1 the results were GC-B act 4, NPR1 activator 13, ADAM10 inh 4, hcDAF-12 act 6.9*, ssDAF-12 act -0.6, DAX1 inh-1 2.0, HGIII-sPLA2 inh 0, DAX1 inh-2 4.8*, hgDAF12 agonist 12*, FXN GAA850 act 4.6 and SMARCA2 activ 7.
Screening O=C(CCC1CCCCC1)Nc1cc(Cl)ccc1N1CCOCC1 returned GC-B act -9, NPR1 activator -9, ADAM10 inh -2, hcDAF-12 act 1.4, ssDAF-12 act -0.6, DAX1 inh-1 2.0, HGIII-sPLA2 inh -2, DAX1 inh-2 0.0, hgDAF12 agonist 4.7, FXN GAA850 act 0.7 and SMARCA2 activ 0.

Source: PubChem BioAssay
